High-throughput results (PubChem)
E-selectin induc: E-selectin induction in HUVECs, primary screen, imaging, HUVEC, immunofluorescence imaging, single point; P16581; normalized: neutral wells 0, TNF-alpha wells 100; activation, % at 7.58 µM; hit rate 0.37% among 260,000;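 active = mean E-selectin-positive cell signal at least 10% of the positive control, reached in at least 60% of replicates, without over 20% cell loss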;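 also: in these data hits start at about 27%; measured in HUVEC primary endothelial cells; signal is the percent of cells scored E-selectin positive by PE staining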
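System: HUVEC, human umbilical vein endothelial cells; quantity: 3,000 cells/well; buffer or medium: EGM-2 medium, gelatin-coated wells; dosing: single-point compound dose; detection: immunofluorescence imaging; evaluation: % PE-positive cells; benchmarks: TNF-alpha, DMSO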
Cneo AK release: Cryptococcus neoformans cell lysis inducers, primary screen, AK release luminescence, single concentration. C. neoformans lysis, adenylate kinase release luminescence, 4 h; normalised: neutral wells 0, clomiphene wells 100. lysis activity, % at 15 µM. hit rate 0.2% among 360,000. AID 651654, 2012;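 active = mean lysis activity across replicates of at least 80%, whatever share of replicates individually reach that level; inactive = mean lysis activity below 80%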
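Signal: Adenylate kinase release luminescence | Assay system: Log-phase Cryptococcus neoformans yeast cells | Input: Cells at 5 × 10^6 per mL | Buffer or medium: Fresh YPD growth medium | Compound: Single dose | Schedule: Static 4 h at 37 °C with compound, 1 h detection | Controls: Clomiphene | Read-out: Luminescence rise reflecting yeast cell lysis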
RAD54 inh: inhibitors of human RAD54 branch migration, primary screen, biochemical, fluorescence, single point | RAD54 Holliday junction branch migration, FAM/BHQ fluorescence | inhibition, % at 10.4 µM | hit rate 0.14% among 360,000;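 active = mean normalized replicate activity at least 40 and at least half of replicates scoring 40 or more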;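 also: 0% = median of neutral control wells and 100% = median of positive control wells; inhibitors cause a drop in the FAM fluorescence signal; in these data hits start at about 50%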
Target sequence (Q92698 whole entry, looked up): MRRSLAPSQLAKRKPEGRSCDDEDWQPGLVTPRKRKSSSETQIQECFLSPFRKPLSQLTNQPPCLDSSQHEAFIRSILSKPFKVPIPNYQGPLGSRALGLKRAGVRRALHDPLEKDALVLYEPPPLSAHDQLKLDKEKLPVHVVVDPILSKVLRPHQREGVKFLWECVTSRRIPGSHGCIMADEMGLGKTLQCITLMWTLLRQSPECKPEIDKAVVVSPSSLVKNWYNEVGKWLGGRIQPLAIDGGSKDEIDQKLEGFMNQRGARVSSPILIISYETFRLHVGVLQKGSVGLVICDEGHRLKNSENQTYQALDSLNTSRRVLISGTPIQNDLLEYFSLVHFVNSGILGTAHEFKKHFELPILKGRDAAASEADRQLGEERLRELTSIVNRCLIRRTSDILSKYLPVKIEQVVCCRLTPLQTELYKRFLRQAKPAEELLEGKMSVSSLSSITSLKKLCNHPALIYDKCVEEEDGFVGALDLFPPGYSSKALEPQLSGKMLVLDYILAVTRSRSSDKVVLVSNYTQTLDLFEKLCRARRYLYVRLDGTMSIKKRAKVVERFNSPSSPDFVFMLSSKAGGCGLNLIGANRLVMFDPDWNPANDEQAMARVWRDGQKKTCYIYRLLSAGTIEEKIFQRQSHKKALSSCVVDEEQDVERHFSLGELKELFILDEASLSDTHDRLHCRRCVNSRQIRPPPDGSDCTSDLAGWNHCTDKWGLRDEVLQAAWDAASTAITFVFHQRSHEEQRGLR
ERAP1 HTS inh: human ERAP1 aminopeptidase inhibitors, primary screen, biochemical, single point, plate reader; Endoplasmic reticulum aminopeptidase 1 (Homo sapiens), Q9NZ08; recombinant ERAP1, Leu-AMC fluorescence, 60 min; inhibition, % at 10.7 µM; hit rate 0.15% among 340,000; AID 652197, 2013;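 active = mean replicate inhibition of at least 30%, or all replicates individually reaching that 30% level; inactive = mean below 30% and not every replicate reaching it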;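 also: 0% = neutral control wells and 100% = L-leucinethiol positive control wells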
RAD52 anneal inh: RAD52 DNA annealing inhibitors, primary screen, biochemical, FRET, single point, set 2; recombinant RAD52 DNA annealing, FRET fluorescence; DNA repair protein RAD52 homolog (Homo sapiens), P43351; hit rate 0.46% among 360,000; inhibition, % at 18.7 µM;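 active = every replicate showing at least 50% inhibition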
miR122 inh: miR-122 Renilla sensor signal increase in Huh7, primary screen, miR-122 inhibitor project, cell-based, single point, plate reader | activation (reporter increase), % at 12.5 µM | Huh7 miR-122 Renilla luciferase sensor, 48 h; neutral wells = 0, positive control = 100 | AID 602342, 2012 | hit rate 0.3% among 340,000;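 active = mean replicate activation score at least 90 and every replicate individually at or above 90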;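 also: higher luciferase means less miR-122 activity so hits act as miR-122 inhibitors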
PglD inh: C. jejuni PglD acetyltransferase inhibitors, primary screen, biochemical, DTNB colorimetric, single point; purified PglD enzyme, DTNB colorimetric CoA detection; AID 602405, 2012; inhibition, % at 12.5 µM; hit rate 0.098% among 360,000; UDP-N-acetylbacillosamine N-acetyltransferase PglD (Campylobacter jejuni); in the data active = inhibition above about 16%, passing the limit was not always enough; also: strong numbers were not always called active
PGC1a acetyl inh: inhibitors of PGC1a acetylation signal, primary screen, cell-based, U2OS, AlphaScreen, inhibitor mode. AlphaScreen anti-acetyl-lysine; with virally co-expressed GCN5 acetyltransferase. inhibition, % at 15.6 µM. hit rate 0.17% among 350,000. AID 651687, 2012;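 active = every replicate shows inhibition of at least 40%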;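 also: 0% = neutral control wells and 100% = positive control wells; some results beyond the cut were filed as inactive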
* = called active by the depositor; x = not tested or not shown; & = joins results of further samples; [ ] = dose if it differs, or a comment.

Preview:
SMILES | E-selectin induc | Cneo AK release | RAD54 inh | ERAP1 HTS inh | RAD52 anneal inh | miR122 inh | PglD inh | PGC1a acetyl inh
CC1CCN(S(=O)(=O)c2cccc(C(=O)NC3CCCCC3)c2)CC1 | -0.1 | 3 | -2 | -3 | -2 | x | 2 | x
CCOC(=O)C1=C(C)NC(=O)NC1c1ccc(N(C)C)cc1 (configuration not stated) | -0.2 | 0 | 2 | -3 | -36 | 7 | -2 | 7
CCc1cccc(NS(=O)(=O)c2c(C)[nH]c(=O)[nH]c2=O)c1 | -0.1 | 0 | -4 | -4 | -19 | -6 | 5 | 2
O=C(O)C1C2CC2CN1C(=O)c1ccc(Cl)cc1Cl (configuration not stated) | x | x | x | 8 | -3 | 0 | x | -7

All compounds of this part, previewed entries included:
SMILES | E-selectin induc | Cneo AK release | RAD54 inh | ERAP1 HTS inh | RAD52 anneal inh | miR122 inh | PglD inh | PGC1a acetyl inh
CC1CCN(S(=O)(=O)c2cccc(C(=O)NC3CCCCC3)c2)CC1 | -0.1 | 3 | -2 | -3 | -2 | x | 2 | x
CCOC(=O)C1=C(C)NC(=O)NC1c1ccc(N(C)C)cc1 (configuration not stated) | -0.2 | 0 | 2 | -3 | -36 | 7 | -2 | 7
CCc1cccc(NS(=O)(=O)c2c(C)[nH]c(=O)[nH]c2=O)c1 | -0.1 | 0 | -4 | -4 | -19 | -6 | 5 | 2
O=C(O)C1C2CC2CN1C(=O)c1ccc(Cl)cc1Cl (configuration not stated) | x | x | x | 8 | -3 | 0 | x | -7
COc1ccc(C(=O)N2C[C@@H]3[C@H](c4ccccc42)[C@@H](CO)N3C(=O)NC(C)C)cc1 | 6.9 | 4 | 12 | -4 | -5 | -14[16.7 µM] | 1 | -3
COc1cc(NC(=S)NCCCN(C)C)c(OC)cc1NC(=O)c1ccco1 | x | 0 | -6 | 2 | 7 | 0 | -1 | 7
CCCC#Cc1ccc([C@H]2[C@@H](CO)N3C(=O)CN(C(=O)c4ccncc4)C[C@H]23)cc1 | 1.1 | x | x | 0 | 3 | x | x | -2
CCOC(=O)C1=C(O)CSC1=Nc1ccc(C)cc1 | 4.2 | 4 | 0 | x | -38 | 1 | 6 | x
Cc1c(C)n(C(=O)CSc2nc3ccccc3[nH]2)c2ccccc12 | x | 0 | -5 | x | x | 3 | 3 | 4
O=C(O)C1C2CCC(O2)C1C(=O)Nc1cccc(Cl)c1 (configuration not stated) | x | -1 | 1 | 1 | -13 | 1 | -2 | -5
C=CC[C@@H](CC(=O)OC(C)(C)C)C(=O)OC[C@H]1CCCN1C(=O)[C@@H](CC=C)CC(=O)N[C@H](CO)Cc1ccccc1 | -0.1 | 2 | -1 | 1 | -1 | x | 1 | x
CCCCN1CCNC[C@@H]1Cc1ccc(O)cc1 | -0.1 | -2 | 6 | 2 | -13 | x | -1 | x
Cc1ccc(S(=O)(=O)Nc2ccc3c(c2)C(=O)N([C@H](C)CO)C[C@H](C)[C@@H](CN(C)C(=O)Cc2ccccc2)OCCCC[C@H](C)O3)cc1 | x | 23 | -7 | -3 | 16 | -1[16.7 µM] | -5 | -4
COc1ccc(/C=C2/C(=O)N(c3c(F)c(F)c(F)c(F)c3F)N=C2C)cc1 | x | 0 | -15 | -1 | -8 | -1 | 5 | 15
O=S(=O)(Nc1ccc(-n2cnnn2)cc1)c1ccc(F)c(F)c1F | -0.5 | -1 | 1 | 1 | -7 | -2 | 7 | 10
O=C1C=C(c2ccccc2)CC(c2ccc(F)cc2)C1 (configuration not stated) | 0.0 | 0 | -15 | 16 | 3 | x | 2 | x
CO[C@@H]1CN(C)C(=O)c2cc(NS(C)(=O)=O)ccc2OC[C@H](C)N(Cc2cncnc2)C[C@@H]1C | 0.1 | 1 | 2 | x | -2 | x | -4 | 3
CCOc1ccccc1OCC(=O)Oc1ccc(C)c(C)c1 | 0.0 | 5 | -7 | -3 | 0 | -4 | -3 | -16
CCCCC1(C)NC(=S)N2N1C(=S)NC2(C)CCCC (configuration not stated) | x | 7 | -11 | 0 | -6 | -1 | 5 | -25
CC(C)Cn1cnc2c(SCc3ccc(Cl)cc3)nc(N)nc21 | -0.3 | -2 | 6 | -2 | -20 | x | 1 | 8
Cc1cccc(C)c1Nc1c(-c2ccccn2)nc2ccccn12 | -3.6 | 8 | 0 | 0 | 7 | -13 | 0 | 2
COc1ccc(S(=O)(=O)N(C)C[C@H]2Oc3ccc(NC(=O)Nc4c(C)noc4C)cc3C(=O)N([C@@H](C)CO)C[C@@H]2C)cc1 | 43* | -3 | 1 | -3 | 5 | -1[16.7 µM] | -2 | -2
Cc1ccc(NC(=O)CN2CCC(C(=O)c3ccc4c(c3)OCCO4)CC2)cc1 | x | 8 | 5 | x | x | -3 | 0 | -1
O=C(Nc1ccccc1C(=O)Nc1ccncc1)c1ccccc1 | 0.0 | 4 | -4 | 1 | -12 | 1 | -1 | -6
COc1cc(CCC(=O)NNC(=O)c2ccc(Cl)cc2)cc(OC)c1OC | 0.1 | 2 | 6 | 0 | -2 | -3 | 0 | 12

Part of the list above, field by field.
Cc1ccc(S(=O)(=O)Nc2ccc3c(c2)C(=O)N([C@H](C)CO)C[C@H](C)[C@@H](CN(C)C(=O)Cc2ccccc2)OCCCC[C@H](C)O3)cc1
  E-selectin induc: x | Cneo AK release: 23 | RAD54 inh: -7 | ERAP1 HTS inh: -3 | RAD52 anneal inh: 16 | miR122 inh: -1[16.7 µM] | PglD inh: -5 | PGC1a acetyl inh: -4
COc1ccc(/C=C2/C(=O)N(c3c(F)c(F)c(F)c(F)c3F)N=C2C)cc1
  E-selectin induc: x | Cneo AK release: 0 | RAD54 inh: -15 | ERAP1 HTS inh: -1 | RAD52 anneal inh: -8 | miR122 inh: -1 | PglD inh: 5 | PGC1a acetyl inh: 15

Following part:
SMILES | E-selectin induc | Cneo AK release | RAD54 inh | ERAP1 HTS inh | RAD52 anneal inh | miR122 inh | PglD inh | PGC1a acetyl inh
CCc1ccc(/C=C/c2c([N+](=O)[O-])c(=O)n(C)c(=O)n2C)cc1 | -0.1 | -2 | -5 | -2 | -5 | -4 | -11 | 25
CC(C)NC(=O)N[C@@H]1CC[C@@H](CCNC(=O)C2CCOCC2)O[C@@H]1CO | -0.3 | 0 | -3 | 4 | -7 | -3[16.7 µM] | 2 | -3
O=C(CNS(=O)(=O)c1ccccc1Br)OCC(=O)N1CCc2ccccc21 | 0.9 | 5 | -4 | x | x | -5 | 1 | x
C[C@H]1CN([C@@H](C)CO)C(=O)CCCn2nncc2CO[C@H]1CN(C)C(=O)Nc1ccnc(N2CCOCC2)c1 | 3.5 | -2&-1 | -10&-2 | 0&-1 | 1&-4 | -5 | 1&-1 | -6&-1
CCC(=O)N1CCc2cc(S(=O)(=O)Nc3ccccc3C)ccc21 | -0.1 | -3 | -6 | 5 | -12 | x | -1 | 9
CCCCOC(=O)Nc1ccc(S(=O)(=O)Nc2ccc([N+](=O)[O-])cc2)cc1 | x | 1 | 7 | x | x | 14 | 3 | -13
COc1ccc(NC(=O)CSc2ccc3c4c(cccc24)C(=O)c2ccccc2-3)cc1 | -0.5 | -2 | -18 | x | x | 4 | x | -8
CC1CCN(CCCn2c(=S)[nH]c3ccc(N4CCOCC4)cc3c2=O)CC1 | 1.9 | 1 | 2 | x | x | 7 | 2 | -15
CCOc1ccc(/C=C/C2=NNC(=O)CC2)cc1 | 0.0 | x | x | 8 | 0 | 5 | x | -12
CCC(CC)C(=O)c1c[nH]c(C(=O)N2CCN(c3ccc(OC)cc3)CC2)c1 | 4.1 | 2 | 1 | -3 | -18 | 0 | 2 | 5
O=C(NCc1ccco1)C(c1cccs1)N(C(=O)C1COc2ccccc2O1)c1cccc(O)c1 (configuration not stated) | x | -1 | -11 | x | x | 5 | 1 | -13
CN(Cc1c(C(=O)N/N=C/c2cccs2)nnn1-c1nonc1N)c1ccccc1 | x | -1 | 10 | -1 | -1 | 4 | 1 | -9
COc1cccc(C2SCC(=O)N2c2cccc(C)c2)c1OC (configuration not stated) | -1.2 | 1 | -7 | x | x | x | -3 | x
Cc1ccc(-c2ccc3c(c2)O[C@H](CN(C)Cc2cccnc2)[C@@H](C)CN([C@@H](C)CO)S3(=O)=O)cc1 | 0.3 | 4 | -8 | 0 | -5 | 7[16.7 µM] | -2 | -1
CN1C(=O)c2cc(NS(=O)(=O)c3ccc(F)cc3)ccc2OC[C@H]2O[C@H](CC(=O)NCC(F)(F)F)CC[C@H]21 | -0.1 | -2 | -21 | -5 | -11 | -20[16.7 µM] | 1 | -2
CCC(C)(C)n1nnnc1C(C(C)C)N1CCSCC1 (configuration not stated) | x | -1 | 0 | -4 | -17 | 10 | 2 | 6
C[C@H](NC(=O)OC(C)(C)C)c1nnc(SCC(N)=O)o1 | x | 0 | -3 | x | x | -4 | 0 | x
Cc1ccc(Sc2nc(-c3ccccc3)ccc2C#N)cc1 | x | 4 | -8 | x | x | -10 | -3 | x
O=C(O)C1CC(Br)C(Br)CC1C(=O)O (configuration not stated) | 0.3 | 1 | -7 | -4 | -5 | x | 0 | x
CC(C)(C)c1nnc(NC(=O)c2ccc3c(c2)OCO3)s1 | x | -1 | 8 | -2 | -9 | 5 | -1 | 3
CCOc1ccccc1C(=O)NCC(=O)OCCOc1cccc(Cl)c1 | 0.0 | -3 | 0 | -2 | -1 | x | -4 | x
C[C@@H]1CN([C@H](C)CO)C(=O)c2cc(NC(=O)Nc3cccc4ccccc34)ccc2O[C@@H]1CN(C)C(=O)Nc1cccc2ccccc12 | 0.1 | 4 | -7 | 1 | 10 | 0[16.7 µM] | 1 | 9
CC1CCN(C(=O)C2c3ccccc3C(=O)N3CCc4ccccc4C23)CC1 (configuration not stated) | x | 0 | -11 | x | x | 6 | 7 | -10
CCN(C(=O)COC(=O)c1sccc1C)c1c(N)n(Cc2ccccc2)c(=O)[nH]c1=O | -4.0 | 0 | -1 | -2 | 10 | x | 1 | -16
CN1C(=O)c2cc(NS(=O)(=O)c3ccc(F)cc3)ccc2OC[C@H]2O[C@@H](CC(=O)Nc3cccc4ccccc34)CC[C@@H]21 | 0.0 | -2 | 7 | 0 | 0 | x | -3 | x
Cc1ccc(C(C)C)c(OCC(=O)NCC(c2cccs2)N2CCOCC2)c1 (configuration not stated) | x | -1 | 1 | 0 | -7 | -3 | 0 | x
O=C(Nc1ccccc1N1CCCC1)c1ccccc1Cl | 0.5 | -1 | 3 | -1 | -9 | 19 | 1 | 14
CC1=C(C(=O)OC(C)C)C(C2CC=CCC2)NC(=O)N1 (configuration not stated) | x | 0 | 6 | x | x | -3 | 5 | -13
C[C@@H]1CCCCO[C@@H](CN(C)S(=O)(=O)c2ccc(F)cc2)[C@@H](C)CN([C@@H](C)CO)C(=O)c2cc(NS(C)(=O)=O)ccc2O1 | 0.0 | -1 | -4 | -1 | -3 | 21[16.7 µM] | 1 | 11
